Peg3 promoter = reduces Peg3 promoter-driven luciferase expression in HeLa; HeLa PEG-Prom luciferase reporter, luminescence, overnight; inhibition, % at 20 µM; 360,000 compounds, 1.7% hits; AID 588405;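 active means inhibition of at least 50% at 20 µM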
KKLEB tox = counter-screen for CF NF-kB inhibitors: cytotoxicity. activity change (cytotoxicity), % at 5 µM. 360,000 compounds, 0.36% hits. KKLEB CF airway cells viability, ATPlite luminescence, overnight; hits give low values; cells stimulated with P. aeruginosa culture filtrate;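 active means corrected activity change at or below -50% at 5 µM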
NR2E3 ag-1 = human photoreceptor-specific nuclear receptor agonism. 360,000 compounds, 0.35% hits. Q9Y5X4. AID 602229. CHO-S Gal4-NCOR/VP16-NR2E3 two-hybrid, luciferase. inhibition of corepressor binding, % at 3.98 µM;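 active means inhibition above the mean of all tested compounds plus 3 SD, cut at about 70% in these data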;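 further: 0% = DMSO with NR2E3 transfected cells and 100% = cells lacking NR2E3 construct; higher means lower luciferase signal from less NR2E3 corepressor binding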
Target sequence (Q9Y5X4 whole entry, looked up, the tested form may be a part): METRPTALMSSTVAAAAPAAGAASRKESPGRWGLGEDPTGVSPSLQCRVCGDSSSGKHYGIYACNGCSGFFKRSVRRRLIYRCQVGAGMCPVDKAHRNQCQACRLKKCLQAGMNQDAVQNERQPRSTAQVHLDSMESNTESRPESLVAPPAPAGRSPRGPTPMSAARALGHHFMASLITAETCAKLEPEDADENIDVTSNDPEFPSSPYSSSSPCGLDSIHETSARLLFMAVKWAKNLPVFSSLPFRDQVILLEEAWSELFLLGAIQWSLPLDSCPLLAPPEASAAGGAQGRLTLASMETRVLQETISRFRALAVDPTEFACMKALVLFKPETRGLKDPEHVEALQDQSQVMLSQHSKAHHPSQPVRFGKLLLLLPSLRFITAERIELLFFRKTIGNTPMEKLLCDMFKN
NR2E3 ag-2 = agonists of human nuclear receptor NR2E3; inhibition of corepressor binding, % at 4.78 µM; AID 2300; 320,000 compounds, 0.12% hits; GST-NR2E3/biotin-RetCOR TR-FRET, 1536-well;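 active means percent inhibition above the cutoff of mean plus 3 SD of all tested compounds, set per screening campaign, cut at about 20% in these data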;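 further: 0% = DMSO wells and 100% = biotin wells as full block of FRET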
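Material: NR2E3–RetCOR corepressor complex | Quantity: 1.35 nM GST-tagged NR2E3 final | Schedule: 5 h at 4 °C | Replication: Singlicate compound wells | Reagent: RetCOR corepressor, biotinylated, 7 nM | Controls: Biotin wells as high control, 0.6% DMSO wells as low control | Signal: TR-FRET, Eu(K)-anti-GST donor, streptavidin-D2 acceptor, ex 340, em 617/671 nm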
CF NFkB inh = blocks PAF-induced NF-kB reporter in cystic fibrosis cells. KKLEB NF-kB-GFP reporter, GFP fluorescence overnight. 360,000 compounds, 0.86% hits. AID 588850. inhibition, % at 5 µM;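 active means at least 50% inhibition at 5 µM, scaled per plate between neutral and stimulator controls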;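 further: PAF is a Pseudomonas aeruginosa culture filtrate used as stimulus; plate controls were PAF-stimulated DMSO wells for no effect and unstimulated DMSO wells for full effect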
HIF-2a inh = HIF-2a inhibition | 786-0 RCC cells HIF-2a reporter, luciferase luminescence, overnight | inhibition, % at 18.8 µM | 360,000 compounds, 0.72% hits | AID 624352;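 active means inhibition of the luminescence signal of 40% or more relative to plate controls, in a single-dose primary screen at 18.75 µM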
MITF TRPM1 inh = reduces MITF-dependent TRPM1 promoter luciferase signal | AID 488899 | inhibition, % at 12.5 µM | 330,000 compounds, 0.83% hits | SK-MEL-5 TRPM1 promoter luciferase, 24 h;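 active means mean inhibition across replicates of 60% or more, whatever share of single replicates reaches that level; inconclusive means some that reach 60%, reason not given; inactive means mean inhibition across replicates below 60%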; further: values of inactives mirror those of a sister screen read the other way
Vif imaging = inhibitors of HIV Vif. HEK293T cells, Vif self-association by quenched fluorescence, imaging, 24 h. inhibition, % at 7.49 µM. 340,000 compounds, 0.35% hits; in the data active means inhibition above about 50%, passing the limit was not always enough; inconclusive means no clear call, values can overlap the other calls; inactive means below about 31%; further: some results filed as inactive read as strong as hits
Shn3 inh set2 = inhibitors of Schnurri-3 3'UTR reporter in osteoblasts; 360,000 compounds, 0.52% hits; inhibition, % at 12.5 µM; AID 588674; Clone20 osteoblast Shn3 3'UTR firefly luciferase, 24 h;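 active means mean inhibition of at least 75% with every replicate also reaching 75%; inconclusive means mean inhibition at least 75% but some replicate below; inactive means mean inhibition below 75%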;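 further: 0% = median of neutral control wells and 100% = pilot-screen positive control compound; some compounds past the cut are filed as inactive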
CaV13 FRET inh = Disruptors of the CACNA1D IQ motif to Ca2+-dependent inactivation inhibitor domain association, primary screening, Förster resonance energy transfer in intact living … | HEK cells, CFP/YFP FRET ICDI-IQ, plate reader, 10 min; percent FRET-ratio fall versus neutral wells | inhibition, % at 12.3 µM | 340,000 compounds, 0.098% hits | AID 743397;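 active means mean replicate inhibition of at least 30% and at least 1% of replicates passing that level; inconclusive means only one of the two criteria is met; inactive means neither criterion is met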;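 further: 0% = median of the neutral control wells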
PDI inh = inhibitors of human protein disulfide isomerase; PDI insulin aggregation turbidity, A650, 90 min; P07237; 350,000 compounds, 0.052% hits; inhibition, % at 10 µM;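 active means mean inhibition across replicates of 30% or more, whatever share of single replicates reach that level; inconclusive means mean inhibition below 30% while every single replicate reaches 30%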;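 further: absorbance from insulin aggregation driven by PDI reduction with DTT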
Target sequence (P07237 whole entry, looked up): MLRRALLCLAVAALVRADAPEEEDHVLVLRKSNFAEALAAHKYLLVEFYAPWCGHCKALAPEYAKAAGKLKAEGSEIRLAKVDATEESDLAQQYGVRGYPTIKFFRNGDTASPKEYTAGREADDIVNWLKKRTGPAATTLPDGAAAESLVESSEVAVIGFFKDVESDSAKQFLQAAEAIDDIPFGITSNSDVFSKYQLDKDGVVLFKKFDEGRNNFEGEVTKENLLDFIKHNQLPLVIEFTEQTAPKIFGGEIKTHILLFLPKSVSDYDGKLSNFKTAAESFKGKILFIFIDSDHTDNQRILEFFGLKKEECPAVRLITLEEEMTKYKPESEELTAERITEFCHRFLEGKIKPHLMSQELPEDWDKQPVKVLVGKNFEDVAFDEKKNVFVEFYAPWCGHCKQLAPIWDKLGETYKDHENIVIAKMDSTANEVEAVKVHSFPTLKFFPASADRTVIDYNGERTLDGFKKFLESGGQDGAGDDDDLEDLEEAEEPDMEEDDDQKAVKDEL
An asterisk follows results filed as active; ? = inconclusive; nt = not tested or not shown; + = active, no number.

molecule,Peg3 promoter,KKLEB tox,NR2E3 ag-1,NR2E3 ag-2,CF NFkB inh,HIF-2a inh,MITF TRPM1 inh,Vif imaging,Shn3 inh set2,CaV13 FRET inh,PDI inh
CN(Cc1nc(-c2ccncc2)no1)S(=O)(=O)c1ccc(Br)cc1,10,-14,25,2,8,16,-3,-13,11,-5,0
CCN(CC)C(=O)Oc1ccc(OC(=O)N(CC)CC)cc1,-13,-20,-8,2,12,-29,-9,-2,0,6,23
Cc1ccc(-n2ncc3c(=O)n(CC(=O)NCC4CCCO4)cnc32)cc1 (configuration not stated),-15,-5,-7,0,7,19,1,-2,13,nt,0
C#CCn1c(O)c(N=NC(=O)CNC(=O)c2cccnc2)c2ccccc21,-41,17,-20,1,-17,-1,-4,5,-15,-3,2
Cc1ccc(-n2c(N)c(C(N)=O)sc2=S)cc1,7,2,-1,-1,8,-7,7,nt,14,nt,0
CCNc1nc2nc3ccc(C)cn3c(=O)c2cc1C(=O)NCC1CCCO1 (configuration not stated),21,-7,-4,0,-6,12,1,-4,2,+,-7
CC(=O)c1ccc(Nc2nc(-c3cccnc3)cs2)cc1,-157,16,-48,nt,-6,-180,-23,1,-24,-11,6
CC1CCN(C(=O)CCC(=O)Nc2nnc(C(F)(F)F)s2)CC1,-7,-7,-8,2,17,8,-15,-1,-25,nt,7
COc1ccc(C(=O)NCc2nnc(SCC(=O)NCc3ccco3)o2)cc1OC,2,-17,-13,1,3,5,-5,-8,-18,-16,8
Cc1ccc(S(=O)(=O)Nc2cc(C(F)(F)F)ccc2N2CCOCC2)cc1,26,9,1,1,3,13,-1,-5,13,-2,10
COc1ccc(CNCCC(c2ccccc2)c2ccc3c(c2)OCO3)cc1 (configuration not stated),48,-14,10,0,4,4,60,-7,50,-9,6
CCOC(=O)CC(=O)CSc1nc(C)cc(C)c1C#N,12,-8,9,-1,5,6,-5,3,3,-4,-7
CCCCOCCCNC(=O)N[C@@H](CC(C)C)C(=O)O,0,15,0,1,-10,-6,7,-1,-5,-8,-8
O=C(OCc1ccccc1)N(CCF)c1cn(Cc2ccccc2)c(=O)n(Cc2ccccc2)c1=O,12,-1,-11,nt,-7,12,-8,10,0,-5,17
COc1cccc(CN2CCCN(S(=O)(=O)c3ccc(Br)cc3)CC2)c1,-3,4,-4,-1,8,8,-7,-7,33,nt,13
O=C(Nc1ccc2nc(-c3ccc(Br)o3)[nH]c2c1)c1cccs1,-103,17,-94,-3,-43,-197,-42,-6,-16,nt,5
Cn1nnnc1SCC(=O)Nc1nn(-c2ccccc2)nc1C(N)=O,12,0,0,1,-6,9,-4,0,25,12,10
Cc1c(-n2c(SC(C)C(=O)NC(N)=O)nc3ccccc3c2=O)c(=O)n(-c2ccccc2)n1C (configuration not stated),5,-1,7,-2,1,17,-2,-3,16,-7,6
CCn1c(CSc2nc3ccccc3s2)nnc1SCC(=O)NCC(=O)OC,-1,-13,6,1,-1,3,-11,16,3,-4,-18
COc1ccc(/C=C/C(=O)OCC(=O)Nc2cccc(C(C)=O)c2)cc1,-2,12,-30,-1,-4,17,-4,3,-9,-7,6
O=C(Cn1ncc(Cl)c(Cl)c1=O)NC(=O)NC1CCCCC1,89*,-64*,20,nt,90*,84*,115*,3,74,-2,-3
CN(C(=O)COC(=O)c1cccnc1Cl)C1CCCCC1,-167,-4,-11,nt,8,-60,-47,-13,-37,-9,3
Cc1nnc(N2CCCC(C(=O)Nc3cc(F)ccc3F)C2)c2nn(-c3ccccc3)c(C)c12 (configuration not stated),18,-1,-25,0,14,18,?,-7,22,nt,7
CCOc1ccc(C(=O)N[C@H](C(=O)Nc2cccc(S(=O)(=O)N3CCOCC3)c2)C(C)C)cc1,27,-10,16,nt,28,23,6,6,5,-5,1
CN(C)/C=C(\C#N)S(=O)(=O)c1ccccc1,0,-3,-11,1,-4,10,-5,-3,0,-2,6
COc1ccc(-c2[nH]ncc2-c2csc(C)n2)c(O)c1,8,-11,-7,2,-1,22,0,-3,6,11,1
O=C(CNCC1CCCO1)N1CCN(S(=O)(=O)c2ccc3ccccc3c2)CC1 (configuration not stated),8,-1,4,-3,0,8,4,18,8,-4,3
Cc1ccc(CNC(=O)c2cccc3c2C(=O)c2ccc(N4CCC(C)CC4)cc2S3(=O)=O)cc1,-29,-5,1,-1,-23,-2,-31,111*,-1,-44,0
O=C1CC[C@@H](C(=O)N2CSC[C@@H]2C(=O)Nc2ccc(C(F)(F)F)cc2)N1,-19,5,22,nt,3,10,nt,nt,2,-11,-3
c1ccc(CC2CCN(c3nc4ccccc4n4cnnc34)CC2)cc1,2,-24,0,-2,11,12,3,-3,6,nt,7
COc1cc(C(=O)OCc2cccc(OC)c2OC)ccc1OCC(=O)N1CCOCC1,-6,19,17,2,-21,3,26,-8,-12,-6,-1
COc1cc(NC(=O)CCCC(=O)OCC(F)(F)C(F)F)nc(OC)n1,5,-3,-7,0,-8,14,6,6,2,nt,10
COc1ccc(CNCC(O)COc2cccc3c2OC(C)(C)C3)cc1 (configuration not stated),13,12,51,3,18,5,1,-6,91*,-2,5
Cc1onc(-c2c(Cl)cccc2Cl)c1C(=O)N=S(C)(=O)c1ccccc1 (configuration not stated),17,-2,1,3,-1,12,4,nt,1,-22,-1
CC1CCCCN1S(=O)(=O)c1coc(C(N)=O)c1 (configuration not stated),14,17,-13,1,-1,4,4,1,-11,-4,nt
CCOc1ccc(/C=C(\C#N)C(=O)c2c(C)[nH]c3ccccc23)cc1OC,-3,-8,-6,5,12,12,5,-5,16,-3,13
CCc1nn(C)c(N)c1C,22,9,5,3,-19,8,-2,13,8,-5,3
O=[N+]([O-])c1ccccc1OCCNCc1ccccc1,-57,-4,19,-1,-5,-88,-25,-3,-22,-5,2
COC(=O)C1=C(C)NC(C)=C(C(=O)OC)C1c1cc2ccc(C)cc2[nH]c1=O,27,-6,-2,1,-10,-1,9,-8,13,nt,6
Nc1nnn(CC(=O)N/N=C/c2ccco2)n1,12,5,-9,-1,5,10,-1,-2,-1,-2,-1
CCOC(=O)c1ccc(NC(=O)CSc2nnc(C)n2-c2ccccc2)cc1,2,-2,15,1,7,13,4,5,6,nt,2
Cc1cc(-c2ccccc2)nc(Nc2nc3c(C)cccc3c(=O)[nH]2)n1,-46,-14,-9,nt,-14,-94,-13,8,-30,-5,-3
COc1ccc(NC(=O)NCCN2CCN(c3cc(OC)ccc3OC)CC2)cc1,5,-6,-1,3,7,11,6,-5,-6,-2,-2
Cc1ccc(-n2ncc3c2CCCC3NC(=O)CCN2CCCC2=O)cc1C (configuration not stated),0,24,-19,4,-30,-4,11,-3,7,-3,-2
O=C1CCN(C(=O)Nc2ccccc2)N1,5,6,4,-3,1,-3,-1,-9,-15,-6,2
NC(=O)CC(NC(=O)c1ccc(Br)cc1)c1ccc(N2CCN(c3ccccn3)CC2)c([N+](=O)[O-])c1 (configuration not stated),4,-12,-28,3,8,-4,3,-15,58,-4,-3
CCn1cc(CN2CCC(n3nccc3NC(=O)C3CCCC3)CC2)cn1,5,3,-13,-1,-17,11,10,-3,-21,-7,18
Cc1noc(/C=C/N(C)C)c1S(=O)(=O)N1CCCC(C(=O)NCc2ccco2)C1 (configuration not stated),9,-3,-31,-3,12,7,nt,1,0,-6,nt
CC1Cc2cc(/C=C3/SC(=S)N(C)C3=O)ccc2O1 (configuration not stated),-288,-2,-2,0,0,-255,nt,8,-1,-4,0
N#Cc1cc(-c2ccccc2)oc1/N=C/c1ccccc1O,-39,-11,-4,2,16,-48,-14,-5,-28,-3,4
CCOc1ccc(NC(=O)CCN2CCN(c3ccccc3)CC2)cc1,18,-1,5,1,0,6,5,-1,6,-5,-4
S=c1[nH]nc(-c2ccccc2Cl)n1CC1CCCO1 (configuration not stated),5,-1,-10,2,-3,16,1,3,-10,nt,-8
COc1ccc(-c2nc(N)nc(C)c2-c2ccc(Cl)cc2)c(O)c1,26,-2,-10,-6,7,21,8,-5,14,-5,-1
CCN(C[C@H]1N[C@@](CC)(C(=O)OC)[C@H]2C(=O)N(Cc3ccccc3)C(=O)[C@@H]12)C(=O)Nc1ccc(OC)cc1,-9,-6,-24,nt,-16,-30,-9,nt,-1,-8,7
CCOC(=O)CSc1ncnc2c1cnn2-c1ccccc1,0,5,-3,7,1,2,0,-1,-24,nt,-12
CC1CCCC(C)N1C(=O)Cn1c(SCC(=O)Nc2ccc3c(c2)OCO3)nc2ccccc21 (configuration not stated),7,-15,-13,1,7,17,4,-6,-5,-5,-2
O=C(NCC1CCCO1)c1ccc2c(=O)n(CC3CCCO3)c(SCC(=O)N3CCCC3)nc2c1 (configuration not stated),28,0,-10,1,5,21,1,-1,-3,-2,1
CCOC(=O)N1CCN(C(=O)CN(C2CCCCC2)S(=O)(=O)c2ccc(Cl)cc2)CC1,15,1,0,2,-15,13,2,2,-24,-7,0
Nc1nc(N)c2c(n1)CN(Cc1ccc(Cl)cc1)C2,21,-3,0,nt,-7,19,nt,-7,8,-6,7
C=CCC[C@H](Cc1ccc(F)cc1)C(=O)OC[C@H](Cc1c[nH]c2ccccc12)NC(=O)[C@@H](CC=C)CC(=O)NCCO,17,0,-32,nt,9,3,-4,-14,50,-6,13

More records.
molecule,Peg3 promoter,KKLEB tox,NR2E3 ag-1,NR2E3 ag-2,CF NFkB inh,HIF-2a inh,MITF TRPM1 inh,Vif imaging,Shn3 inh set2,CaV13 FRET inh,PDI inh
C=CCn1c(-c2ccncc2)n[nH]c1=S,17,9,4,5,-18,13,0,3,6,-4,4
O=C(c1ccc2c(c1)OCO2)N(CC1CCCO1)C1(C(=O)NC2CCCCC2)CCCCC1 (configuration not stated),6,6,-17,-1,-12,6,-2,-1,7,-5,-1
CCN(CC(=O)Nc1ccccc1OC)C(=O)CSCC(=O)Nc1cccc(C)c1,3,-8,-16,nt,-22,8,12,0,2,-6,-7
O=C(CN1CCOCC1)NCCNC(=O)CN1CCOCC1,7,3,-2,-1,-3,12,11,2,5,-5,-2
CCOc1ccc(C(=O)Nc2cccc(-c3cc4ccccc4oc3=O)c2)cc1[N+](=O)[O-],6,-7,20,2,1,-6,11,-24,35,nt,-12
COc1cc(OC)cc(C(=O)Nc2ccc3nc4n(c(=O)c3c2)CCCC4)c1,-163,9,-22,1,-23,-165,-31,-8,-48,-3,7
CN(C)C(=O)N1CCN(C(=O)N(C)C)CC1,-8,0,-2,-2,7,17,0,0,-11,-9,10
Cc1ccc(S(=O)(=O)Cc2ccc(C(=O)N3CCN(c4ccccn4)CC3)o2)cc1,23,-4,-11,5,6,4,8,-8,-3,1,13
Cc1ccc(C)c(OCCC(=O)NNC(=O)c2ccncc2)c1,-5,-4,13,-1,5,11,2,1,-19,-6,-5
